Assay outcomes deposited in PubChem by National Center for Advancing Translational Sciences (NCATS).
FEN1 inhibitor: inhibitors of human flap endonuclease 1 | Potency, µM (doses to about 114 µM), without a hit: at the highest dose activity change, negative = inhibition, most hits filed as inhibitors | 390,000 compounds, 0.35% hits | AID 588795 | Recombinant FEN1 flap cleavage, fluorescence, 15 min | P39748; also: nearly all actives have a fitted effect of over 65% in size
Target sequence (P39748 whole entry, looked up): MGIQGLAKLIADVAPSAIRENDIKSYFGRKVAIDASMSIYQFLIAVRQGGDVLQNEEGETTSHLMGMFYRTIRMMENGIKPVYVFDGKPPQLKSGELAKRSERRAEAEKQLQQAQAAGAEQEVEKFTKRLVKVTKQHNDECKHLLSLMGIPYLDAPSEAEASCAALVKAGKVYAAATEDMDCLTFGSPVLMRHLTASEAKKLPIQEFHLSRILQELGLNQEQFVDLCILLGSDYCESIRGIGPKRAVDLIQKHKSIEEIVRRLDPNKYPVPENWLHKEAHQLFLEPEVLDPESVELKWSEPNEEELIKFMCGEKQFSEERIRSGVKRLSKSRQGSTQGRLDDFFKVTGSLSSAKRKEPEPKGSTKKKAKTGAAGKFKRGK
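FEN1 at 10 nM, compound pretreatment for 15 min (room temperature), 50 nM final substrate to initiate; endpoint reads at 0 and 15 min; DMSO-only plates used as vehicle background.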
N370S GC mod: inhibitors or activators of N370S glucocerebrosidase for Gaucher disease; N370S GC spleen homogenate, 4MU-glucoside fluorescence; P04062; 330,000 compounds, 0.092% hits; Potency, µM (series often up to 59.4 µM), without a hit: top-dose activity change, negative = inhibition, actives largely listed as inhibitors;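 also: 0% = full enzyme activity and -100% = no enzyme basal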
DT40 TDP1 CPT: DT40-hTDP1 cell growth loss with CPT | Potency, µM (highest dose often 46.2 µM), for the others: at the highest dose activity change, negative = growth inhibition, actives largely listed as inhibitors | 420,000 compounds, 12% hits | chicken DT40 Tdp1-/-;hTDP1 cells + 20 nM CPT, ATP luminescence, 48 h | AID 686979; also: nearly all actives have a fitted effect of over 55% in size
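Chicken DT40 Tdp1-/- cells stably complemented with human TDP1 were seeded at 400 cells/well in medium containing 20 nM camptothecin, exposed to pin-transferred compounds, and grown at 37 °C for at least 48 hr. Viability was read as ATP luminescence.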
Starred values were filed as active, the others as inactive; u = inconclusive; x = not tested or not shown; & = joins results of further samples; [ ] = dose if it differs, or a comment. Calls follow the shape of the dose curve; as a rule, active = well fitted curve in the direction sought with a large enough effect; inconclusive = small, poorly fitted or top-dose-only effect, or another doubt; inactive = no such curve, though single readings can be large; an effect the other way counts as inactive or inconclusive. Unless noted, % is scaled to controls: 0 for no effect and ±100 for the full control effect; potency is read from the fitted curve at half-maximal effect. A portion of the library (hit frequency here may not be typical).

The line under a structure holds: N370S GC mod, FEN1 inhibitor, DT40 TDP1 CPT
CCCCNC(=O)Nc1ccccc1C(=O)Nc1ccc(OC)cc1
→ -2%, 2%, -26%
Cn1c(Cn2c(=O)sc3ccccc32)nnc1SCC(=O)NCC1CCCO1 (stereo unspecified)
→ -1%, -10%, -11%
O=C(C1CC1)N1N=C(c2ccc(F)cc2)CC1(O)C(F)(F)F (stereo unspecified)
→ -6%, 14%, -8%
O=C(CN1CCOCC1)NCc1ccccc1Cl
→ -7%, 5%, -3%
Cc1ccc(Cn2ncc(Cl)c(Cl)c2=O)cc1
→ -1%, -4%, 5.2µM*
CC(=O)Nc1cccc(NC(=O)CSc2nccn2Cc2ccco2)c1
→ -5%, -6%&-5%, u
CCOc1ccc(C2C(C#N)=C(N)Oc3cc(O)ccc32)cc1OCC (stereo unspecified)
→ 4%, -6%, u
COc1cc(C2c3c(-c4cc(C)cc(C)c4O)n[nH]c3C(=O)N2CCCO)cc(OC)c1OC (stereo unspecified)
→ -15%[2.35 µM], -7%, -7%
COc1ccc(NC(=O)c2sc(N)nc2-c2ccccc2)cc1
→ -15%, 9%, -14%
NCCCCCc1nnc(SC/C=C/c2ccccc2)o1
→ -9%, 2%, 18µM*
O=[N+]([O-])c1ccc(SCc2c(F)cccc2Cl)nc1
→ 0%, -14%, 10%
O=C(COc1cccc(F)c1)Oc1ccc(C(=O)c2ccccc2)cc1
→ 7%, 9%, 0%
Cc1ccc(Cl)cc1N(CC(=O)N1CCCCCC1)S(C)(=O)=O
→ 10%, 9%, -22%
O=C(Nc1ccc(Cl)cc1)N1CCN(c2ccc3nnc(-c4ccc(F)cc4)n3n2)CC1
→ -10%, u, u
Nn1c(SCC(=O)Nc2ccc3c(c2)OCO3)nnc1-c1ccc(Cl)cc1
→ -1%, -12%, 0%
CCOc1ccc(Cc2nnc(SCC(N)=O)n2C)cc1
→ -14%, 13%, -11%
COc1ccc(Cc2nc3ccc(C(=O)NCCc4cccc(C)n4)cc3o2)cc1
→ -4%, -1%, u
COc1ccc2occ(C(=O)c3ccc(N)cc3)c2c1
→ -3%, 9%, -20%
NC(C(=O)O)[C@H](O)C(=O)O (stereo partly specified)
→ 3%, x, -5%
COc1ccc(NC(=O)N(Cc2cc3cc(OC)ccc3[nH]c2=O)CC2CCCO2)cc1 (stereo unspecified)
→ 10%, 12%, u
CC(=O)Nc1ccc(S(=O)(=O)Nc2ccc(S(=O)(=O)N3CCCC3)cc2)cc1
→ -16%, 5%, -15%
CN(C)c1cccc(C(=O)NNC(=O)/C=C/c2cccs2)c1
→ x, -5%, -13%
COc1ccc(NC(=O)COC(=O)Cc2c(F)cccc2Cl)cc1OC
→ 0%, 10%, -3%
COC(=O)c1cccc(Nc2nc(-c3ccncc3)nc3ccccc23)c1
→ -19%, -16%, u
Cc1ccc(C(=O)NCC(=O)NCc2cc(=O)n(C)c(=O)n2C)cc1
→ 0%, -7%, u
Cc1ccc(/C=N/NC(=O)CN2CCN(Cc3ccccc3Cl)CC2)o1
→ -5%, -4%, -1%
Nc1cccc(-c2ccc(CO)o2)c1
→ -2%, 20%, -33%
CCc1nn(CC(=O)NCCN2CCN(C)CC2)c(=O)c2cc3c(OC)cccc3n12
→ u, 8%, 4%
COc1ccc(Oc2ncc3nc(-c4ccc(Cl)cc4)c(=O)n(CCC#N)c3n2)cc1
→ 1%, x, u
O=C1NC2(CCCc3ccccc32)C(=O)N1CCOc1ccc(Br)cc1 (stereo unspecified)
→ 12%, -19%, u

(next part)
The line under a structure holds: N370S GC mod, FEN1 inhibitor, DT40 TDP1 CPT
COc1ccc(CCC(=O)O)c(O)c1
→ -9%, -27%, 10%
O=C1CSC(c2cccc([N+](=O)[O-])c2)N1CCc1ccccc1 (stereo unspecified)
→ 0%, -7%, -5%
COc1ccc(N2CCN(C(=O)NCc3ccc(C)cc3)CC2)cc1
→ -3%, 22%, u
Cc1onc(-c2ccccc2)c1C(=O)NC(=S)NNC(=O)c1ccccc1O
→ -1%, -11%, 3.7µM*
CCOC(=O)CSc1nc(N2CCOCC2)c2c(c1C#N)CC(C)(C)OC2
→ -2%, -2%, 6%
CCC(OC(=O)CC1Sc2ccccc2NC1=O)C(=O)NCC1CCCO1 (stereo unspecified)
→ 5%, 2%, -6%
COc1ccc(-c2oc3ccc(N4CCOCC4)cc3c2C#Cc2ccc(N)cc2)cc1
→ x, 1%, 7.3µM*
CC1Cc2ccccc2N1C(=O)COC(=O)CCc1nc2ccccc2c(=O)[nH]1 (stereo unspecified)
→ -3%, -1%, 29µM*
CCc1ccc(-n2nc(C)c3c(C(=O)Nc4cc(C)ccc4C)cc(C)nc32)cc1
→ x, 17%, u
CCN(CC(=O)Nc1ccccc1C(F)(F)F)C(=O)c1ccc2c(=O)n3c(nc2c1)CCC3
→ x, -16%, 8%
COc1cc(/C=N/NC(=O)Cc2ccccc2)cc([N+](=O)[O-])c1O
→ -11%, 17%, -6%
O=C(NCc1ccccc1)NC1CCCCC1
→ -1%, -7%, 3%
Cc1c(Cl)ccc2sc(NC(=O)c3ccc(S(=O)(=O)N4CCCc5ccccc54)cc3)nc12
→ x, 1%, u
CCN(CC)CCCOc1ccc(Cl)c(Cl)c1
→ 1%, 3%, -28%
COc1ccc(C2=NN3C(C2)c2ccccc2OC3c2cccs2)cc1 (stereo unspecified)
→ -4%, -9%, -17%
CN(C)c1ncnc(N(C)C)c1[N+](=O)[O-]
→ -3%, -1%, 0%
Cc1nc2ccccc2n1CC(=O)OCC(=O)NCCc1ccccc1
→ 3%, -3%, -20%
Cc1ccc(S(=O)(=O)Nc2cc(C(F)(F)F)ccc2N2CCOCC2)cc1C
→ 11%, -17%, u
S=C(c1ccc(N2CCOCC2)cc1)N1CCCCC1
→ 3%, 6%, -4%
CCCC1CCC(C(=O)Nn2c(C)nc3ccccc3c2=O)CC1 (stereo unspecified)
→ 25%, 13%, -20%
O=C(Nc1ccc(N2CCOCC2)c(C(=O)O)c1)c1ccc(Br)cc1
→ x, -4%, 4%
CCOc1cc(CNC(=O)c2ccc3c(c2)NC(=O)C2CCCCN32)cc(OCC)c1OCC (stereo unspecified)
→ x, -8%, 18µM*
CCC(=O)Nc1cc(-c2nc3ccccc3s2)c(Cl)cc1Cl
→ x, 4%, -13%
COc1ccccc1NC(=O)Cn1ccn(-c2cc(C)cc(C)c2)c(=O)c1=O
→ x, -6%, 1%
O=c1c(Cc2ccc(Cl)cc2)c(O)ccn1Cc1cccs1
→ 23%, 5%, -4%
COc1ccc2oc(=O)c(C(=O)NCCc3ccc(OC)c(OC)c3)cc2c1
→ 0%, -2%, -4%
CCc1cccc(OCC(O)Cn2c(N3CCCCC3)nc3c2c(=O)[nH]c(=O)n3C)c1 (stereo unspecified)
→ 0%, 3%, 8.2µM*
COc1ccc(CCNC(=O)C(C)n2c(=O)cc(-c3ccccc3)c3c(C)nn(C)c32)cc1OC (stereo unspecified)
→ x, 2%, u
CCCCN1CCC[C@@H]1CNC(=O)c1cc(C#N)c2ccccc2c1OC
→ 0%, x, u
COc1cc(/C=N/NC(=O)c2cc(-c3ccccc3C)nc3ccccc23)cc(OC)c1O
→ x, -27%, 5.8µM*

One compound at a time, from the list above. Order of values: N370S GC mod | FEN1 inhibitor | DT40 TDP1 CPT
CCOC(=O)CSc1nc(N2CCOCC2)c2c(c1C#N)CC(C)(C)OC2 as listed: -2% | -2% | 6%
COc1ccccc1NC(=O)Cn1ccn(-c2cc(C)cc(C)c2)c(=O)c1=O as listed: x | -6% | 1%
O=C1CSC(c2cccc([N+](=O)[O-])c2)N1CCc1ccccc1 (stereo unspecified) as listed: 0% | -7% | -5%
Cc1ccc(S(=O)(=O)Nc2cc(C(F)(F)F)ccc2N2CCOCC2)cc1C as listed: 11% | -17% | u
COc1ccc(N2CCN(C(=O)NCc3ccc(C)cc3)CC2)cc1 as listed: -3% | 22% | u

(cont.)
The line under a structure holds: N370S GC mod, FEN1 inhibitor, DT40 TDP1 CPT
CCOC(=O)Cn1c(-c2cccnc2)nc(-c2ccccc2)c1-c1ccccc1
→ 0%, -3%, u
Cc1ccc(C2=NN(CCC(=O)NCc3ccc4c(c3)OCO4)C(=O)CC2)cc1
→ -15%, -9%, -19%
COc1cccc(CNC(=O)C2CCN(S(=O)(=O)c3ccc4c(c3)CCCN4C(C)=O)CC2)c1
→ x, 11%, u
CN1CCN(c2ccc(C(=O)c3cn(-c4ccc(F)c(Cl)c4)nn3)cc2)CC1
→ -1%, 8%, u
COc1ccc(Cl)cc1C(=O)NNC(=O)CSc1nncn1C
→ x, 0%, 23%
Cc1ccc(-n2ncc3c(=O)[nH]c(SCC(=O)N4CCCC4)nc32)cc1C
→ 10%, 17%, -29%
O=C(CN1CCN(S(=O)(=O)c2ccc3ccccc3c2)CC1)NC(=O)NC1CCCCC1
→ 12%, -6%, -16%
COc1ccc(OC)c(CNCc2c(C(=O)O)n(Cc3ccccc3)c3cc(OC)ccc23)c1
→ x, 8%, u
Cc1nn(-c2ccccc2)c(C)c1/C=N/NC(=O)c1cc(C(C)(C)C)[nH]n1
→ -6%, -2%, u
CCOCCCN(Cc1ccco1)S(=O)(=O)c1cc2c(cc1Cl)NC(=O)CO2
→ x, -19%, u
CCOC(=O)C1=C(C)c2ccccc2OC1C(=O)OCC (stereo unspecified)
→ 1%[89.1 µM], -10%, 1%
COc1ccc(NS(=O)(=O)c2ccc(C)c(C(=O)NCC(c3cccs3)N3CCOCC3)c2)cc1 (stereo unspecified)
→ -7%, -4%, u
CC(C)(C)OC(=O)N1CCC[C@H]1C(=O)N/N=C/c1ccc2nccnc2c1
→ -21%, -2%, -10%
COc1cccc(-c2cc(C(=O)O)[nH]n2)c1
→ x, -4%, 9%
CC1CCCN(S(=O)(=O)c2ccc3c(c2)n(C)c(=O)c(=O)n3C)C1 (stereo unspecified)
→ 6%, -2%, -27%
COc1cccc(CC(=O)Nc2nc(-c3cc(OC)ccc3OC)cs2)c1
→ 12%, 0%, -25%
Cc1cccc(Nc2nc(-c3ccc(O)cc3O)cs2)n1
→ -1%, -23%, 13%
O=C(NCc1ccccc1)c1ccc(NS(=O)(=O)c2cccs2)cc1
→ x, -11%, -1%
CCCCCCCCNc1nc(Cl)nc(NCc2ccco2)n1
→ -4%, -9%, -3%
O=C(Nc1ccc(S(=O)(=O)N2CCOCC2)cc1)C1CC1
→ -17%, 4%, -29%
COc1ccc(CN2CC(=O)N(c3cc(Cl)ccc3OC)C2=S)cc1OC
→ 0%, 7%, u
O=C(CSc1cccc2cccnc12)N/N=C/c1ccncc1
→ -13%, 15%, -25%
NS(=O)(=O)c1ccc(CNC(=O)C(c2ccccc2)c2ccccc2)cc1
→ 6%, 17%, 2%
O=C(NC(=S)Nc1ccccc1[N+](=O)[O-])c1cncc(Br)c1
→ -3%, -2%, -2%
COC(=O)c1c(NC(=O)CCC(=O)O)sc(Cc2ccccc2)c1C
→ 0%, -13%, -26%
O=C(OCCc1cc2ccccc2c(=O)o1)c1ccc(F)cc1
→ x, -4%, u
COc1ccccc1CNC(=O)Cn1nc(C)c([N+](=O)[O-])c1C
→ x, -12%, -6%
O=[N+]([O-])c1ccccc1/C=N/Nc1nc(N2CCCC2)nc(N2CCCC2)n1
→ 2%, -5%, u
Cc1ccc(NS(=O)(=O)c2ccc3c(c2)NC(=O)C(C)C(=O)N3)cc1F (stereo unspecified)
→ x, -11%, -30%
O=C(O)c1cc(S(=O)(=O)Nc2ccc3cn[nH]c3c2)ccc1O
→ x, 6%, u

The list goes on.
The line under a structure holds: N370S GC mod, FEN1 inhibitor, DT40 TDP1 CPT
CCN1C(=O)[C@@H]2[C@@H](c3ccc(-c4ccc(C(C)=O)cc4)c(OC)c3)N3CCC[C@@]3(C(=O)OC)[C@@H]2C1=O
→ -33%, -18%, u
COc1ccc(-c2cc(=O)oc3cc(OCC(=O)NCc4ccccn4)ccc23)cc1
→ 0%, -11%, u
Cc1ccc(C(=O)N/C(=C/c2ccco2)C(=O)NCCc2c[nH]c3ccccc23)cc1C
→ 5%, -3%, -41%
CN(C)c1ccc(S(=O)(=O)N2CCCCC2)cc1NC(=O)C1=COCCO1
→ u, 0%, u
O=C(CSc1nnc(-c2ccc(S(=O)(=O)N3CCOCC3)cc2)o1)c1ccccc1F
→ -12%, 5%, -4%
COC(=O)c1ccc(Cl)c(NC(=O)CN(c2ccc(OC)cc2)S(=O)(=O)c2ccccc2)c1
→ x, -23%, u
CCOc1ccc(NC(=O)COC(=O)CC2CCCCC2)cc1
→ x, -17%, -10%
CCN(CC)c1ccc(/C=N/Nc2nc3ccccc3[nH]2)cc1
→ 7%, -18%, 3.3µM*
Cc1cc(C(=O)NCC(=O)OC(C(=O)Nc2cc(C(F)(F)F)ccc2Cl)c2ccccc2)ccc1[N+](=O)[O-] (stereo unspecified)
→ 23%, -18%, -36%
COc1cc(CCC(=O)NCc2ccc3c(c2)CCN3C(=O)c2ccccc2)cc(OC)c1OC
→ x, 15%, -16%
COc1ccccc1CNc1ccc(-c2nc(-c3ccccc3C)no2)cc1[N+](=O)[O-]
→ x, 13%, u
COc1cc(Cl)cc(C#N)c1OCC(=O)O
→ 4%, 4%, 12%
